NCI-60 one-dose screen, 48 h, at 10 µM unless noted. Numbers give growth in % (100 = growth as untreated, 0 = no growth, -100 = all killed).
NCI/ADR-RES: NCI/ADR-RES ovarian cells; 81,000 compounds, 4.4% hits; AID 1794790
OVCAR-3: OVCAR-3 ovarian cancer | 79,000 compounds, 7% hits
SN12C: SN12C renal cancer cells; 81,000 compounds, 3.8% hits; AID 1794767
IGROV1: IGROV1 ovarian cancer | 79,000 compounds, 4.7% hits
OVCAR-5: OVCAR-5 ovarian cancer | 82,000 compounds, 2.9% hits | AID 1794783
NCI-H23: NCI-H23 lung cancer; 80,000 compounds, 4% hits; AID 1794731
NCI-H226: NCI-H226 lung cancer | AID 1794732 | 79,000 compounds, 3.5% hits
OVCAR-4: OVCAR-4 ovarian cancer cells; 80,000 compounds, 3.7% hits; AID 1794784
SK-OV-3: SK-OV-3 ovarian cancer cells; 80,000 compounds, 3.2% hits
* hit, by the source's call; nt = no result given; & = joins results of further samples; [ ] = dose if it differs, or a comment. Rule for the calls: active = growth percent below 10; inactive = the rest.

SMILES	NCI/ADR-RES	OVCAR-3	SN12C	IGROV1	OVCAR-5	NCI-H23	NCI-H226	OVCAR-4	SK-OV-3
O=C1[C@H]2Cc3c([nH]c4ccccc34)[C@H](c3ccc(Cl)cc3)N2C(=O)CN1C1CCN(Cc2c(Cl)cccc2Cl)CC1	77.6	76.8	59.9	39.0	89.2	86.5	72.5	69.9	98.5
CCCCCCCCCCSC#N	105.2	108.1	99.4	111.2	97.1	95.6	94.9	103.6	98.6
O=C(Nc1ccccc1Cl)c1ccc(C(=O)Nc2ccccc2Cl)cc1	107.0	103.5	103.6	97.8	105.8	101.1	95.4	109.8	97.0
CN1CCN(Cc2ccc(NC(=O)c3cncc(C#Cc4cnc(N)cc4C#N)c3)cc2C(F)(F)F)CC1	66.3	28.4	13.5	1.5*	15.8	15.3	7.6*	23.2	-14.6*
O=c1ccc(=O)n(-c2nc(-c3ccc(-c4csc(-n5[nH]c(=O)ccc5=O)n4)cc3)cs2)[nH]1	107.6	114.8	99.8	101.7	115.9	96.8	99.1	103.8	106.6
CC(=O)c1ccc(N2CN(c3ccc(O)cc3)CC3=C2CC(C)(C)CC3=O)cc1	86.9	102.9	97.0	105.5	108.1	94.5	99.6	101.8	108.1
O=S(=O)(O)c1ccccc1/C=N\NC(=S)N/N=C/c1ccccc1S(=O)(=O)O	103.3	116.6	86.4	84.4	107.3	108.3	119.7	nt	103.4
C/C=C/C/C=C/[C@H](C)C[C@H](O)[C@@H]1C[C@@H]2O[C@H]2/C=C/[C@H](O)[C@@H](O)/C=C/C[C@H](C)CC(=O)O1	71.6	84.9	79.1	78.9	93.4	83.0	87.0	88.9	102.4
N#CCNC(=O)OCc1ccccc1	94.4	109.6	91.3	93.4	99.5	108.2	120.9	nt	100.1
CC(C)c1ccc(S(=O)(=O)NC2=CN3CC=CC3CC2=O)cc1 (stereo not given)	93.3	101.4	103.2	107.2	107.2	95.5	103.1	97.1	95.3
O=C(C1CC1)N1CCN(c2nc(NCCN3CCOCC3)ncc2Br)CC1	95.1	106.7	96.9	97.8	101.6	100.7	93.8	99.3	105.0
CCCCOc1nc2ccccc2cc1/C=C/C(=O)/C=C(O)/C=C/c1cc2ccccc2nc1OCCCC	106.6	111.3	109.2	122.7	106.5	99.6	111.3	117.4	99.4
Nc1cc(Br)cc2c1[nH]c(=O)c1ccccc12	91.7	94.4	88.6	114.0	92.3	83.4	91.9	84.2	105.4
Cc1nc2c(c(=O)[nH]1)C(c1ccccc1)c1ccc3ccccc3c1O2 (stereo not given)	14.6	0.0*	44.6	38.9	87.2	50.4	62.5	64.2	11.1
N#Cc1c(-c2ccc(F)cc2)nc(N=Nc2c(O)[nH]c3ccccc23)[nH]c1=O	101.4	110.0	100.5	100.2	101.2	96.8	102.0	95.8	95.4
C/C=N/NC(=O)OCC	102.1	112.6	97.8	109.2	82.3	98.7	101.3	115.3	105.7
NNC1=NC(c2cccc([N+](=O)[O-])c2)c2sc3ccc(Cl)cc3c2N1 (stereo not given)	103.6	101.4	99.0	78.0	105.2	90.5	81.6	98.2	94.1
COc1ccc(C(=O)c2c(N)c(C#N)c3n2CCC3)cc1OC	106.0	112.4	101.7	102.4	110.0	108.9	89.2	101.9	108.0
CC(=O)c1ccc2ccc3ccccc3c2c1	106.6	104.6	101.6	109.2	109.7	93.6	92.2	110.0	104.2
Oc1[nH]c2ccccc2c1/C=c1/ccc2c(c1)N=C(c1cccs1)N=2	78.4	62.1	70.7	74.1	85.2	68.1	77.0	58.2	74.3
Cn1ccnc1C(=O)/C=C/c1ccc(C(=O)Nc2ccccc2O)cc1	23.7	-17.9*	12.6	30.9	79.3	30.6	63.4	36.4	54.7
O=C1Nc2ccc(Br)cc2C1=N/C=c1\[nH]c(=O)/c(=C/c2ccc(Cl)cc2)s1	103.6	nt	101.8	104.8	106.3	97.8	98.3	107.9	91.4
CCOC(=O)C(C#N)C(C#N)c1ccc(OC)c(OC)c1 (stereo not given)	103.4	108.2	94.1	101.1	111.5	102.3	100.2	121.1	116.9
COc1ccc(/C=N/Nc2nc(Nc3ccccc3)nc(Nc3ccc(S(N)(=O)=O)cc3)n2)cc1	96.3	nt	80.2	58.7	85.6	70.3	73.2	66.2	105.1
Cc1cc2nc(C(Cl)Cl)nc(-c3ccccc3)n2n1	48.6	36.9	85.6	71.4	78.8	33.6	90.7	33.2	60.6

The closing two entries of the part above are carried over, then new ones follow.
SMILES	NCI/ADR-RES	OVCAR-3	SN12C	IGROV1	OVCAR-5	NCI-H23	NCI-H226	OVCAR-4	SK-OV-3
COc1ccc(/C=N/Nc2nc(Nc3ccccc3)nc(Nc3ccc(S(N)(=O)=O)cc3)n2)cc1	96.3	nt	80.2	58.7	85.6	70.3	73.2	66.2	105.1
Cc1cc2nc(C(Cl)Cl)nc(-c3ccccc3)n2n1	48.6	36.9	85.6	71.4	78.8	33.6	90.7	33.2	60.6
CCCCCC(=O)OCc1ccccc1	100.0	101.5	98.1	96.7	104.7	102.3	102.5	110.5	93.7
OB(O)c1cccc(-c2nc3ccc4[nH]ncc4c3c3c2CCCC3)c1F	53.7	62.5	47.7	41.1	75.1	59.0	37.9	76.4	-10.7*
Cn1ccc2c1CC1CN(C3CCCC3)C(=O)C1C2C(=O)O (stereo not given)	99.3	105.1	94.4	103.0	92.3	97.7	104.4	103.8	110.7
CCOC(=O)c1cc2c(n1Cc1cc(OC)cc(OC)c1)-c1oncc1CC2	0.9*	-51.2*	40.9	14.3	49.0	38.4	30.5	48.9	5.1*
O=c1[nH]nc(-c2ccc(Cl)c(Cl)c2)cc1Cc1ccccc1	105.1	107.4	100.8	109.2	106.7	97.6	106.0	99.8	126.5
COc1ccc(-c2cc(-c3cccnc3)nc(OCc3nnc(-c4ccccc4)o3)c2C#N)cc1OC	103.3	110.2	102.4	99.4	105.6	93.6	94.7	108.0	nt
O=S(=O)(Nc1ccc(-c2ccc(NS(=O)(=O)c3ccccc3)cc2)cc1)c1ccccc1	52.0	65.8	70.9	69.0	111.5	64.8	65.8	45.4	90.7
COc1ccc(C(OC(C)=O)OC(C)=O)cc1OC(C)=O	105.2	109.4	100.8	105.4	109.4	104.4	nt	105.9	107.3
COc1ncc(-c2ccc3nccc(C#CCN4CCN(S(C)(=O)=O)CC4)c3c2)cc1NS(=O)(=O)c1ccc(F)cc1F	6.3*	-20.7*	2.5*	-35.9*	11.3	6.7*	9.4*	8.2*	-11.1*
CCC(O)c1ccco1 (stereo not given)	116.5	118.4	102.9	121.9	97.9	113.8	95.1	89.7	102.4
CCN1CCN(c2cc(C)nc(N(CCCNc3ccnc4cc(Cl)ccc34)Cc3cccs3)n2)CC1	28.5	-2.1*	39.0	10.3	69.8	49.0	57.6	30.4	65.5
COc1cccc(-c2nonc2CC(O)c2ccccn2)c1 (stereo not given)	104.4	112.2	102.8	96.1	99.1	97.0	102.5	118.5	110.6
CC(Oc1ccccc1-c1ccccc1)C(=O)O (stereo not given)	109.3	119.2	100.3	122.7	109.8	101.7	100.1	110.8	114.8
O=C(NC(=S)NNC(=S)NNc1ccccc1)c1ccccc1	75.4	71.6	25.7	33.4	59.7	25.9	40.6	84.8	89.9
CC(C)(C)n1cc(-c2ccnc(NCCCNS(=O)(=O)c3ccc(Cl)cc3)c2)c(-c2ccccc2)n1	85.0	94.9	75.4	76.3	94.1	75.4	88.4	77.0	91.7
Oc1ccc2nc(-c3cnn4cccnc34)sc2c1	105.2	97.6	88.4	83.6	103.1	98.4	99.3	79.5	101.6
CC(=O)OC1CCC(C2CCCCC2)CC1 (stereo not given)	105.5	112.2	102.7	131.2	95.5	100.5	103.8	103.8	110.3
C=CCSC1=N/C(=C\c2cn(-c3cccc(Cl)c3)nc2-c2ccc(OC)cc2)C(=O)N1c1ccc(OC)cc1	79.1	110.1	90.2	90.7	103.4	82.7	92.5	84.5	93.2
CC(=O)Oc1ccc(C)cc1	107.4&100.2	114.4&114.7	103.5&103.3	114.9&98.3	101.0&96.1	105.5&98.4	103.8&96.2	115.9	105.0&110.8
C=C(C)[C@@H]1CC[C@]2(C)[C@H](CC[C@@H]3[C@@H]([C@@](C)(O)CCC=C(C)C)CC[C@]32C)[C@@]1(C)CCC(=O)N1CCN(C)CC1	-87.0*[100 µM]	-85.9*[100 µM]	-95.6*[100 µM]	-82.5*[100 µM]	-93.3*[100 µM]	-72.0*[100 µM]	-72.0*[100 µM]	nt	-83.4*[100 µM]
COc1ccc(SC2c3cc(OC)ccc3Oc3nc(N)c(C#N)c(N)c32)cc1 (stereo not given)	91.1	98.4	73.7	21.9	123.0	85.6	87.1	105.3	112.6
O=S(=O)(c1ccc(F)cc1)c1nc(-c2ccccc2)oc1SCc1ccc(F)cc1	62.7	91.8	89.8	91.1	102.5	61.9	79.9	58.9	99.5
O=C(Cn1c(=O)ccn(CCCCCCCCOc2ccc(Br)cc2)c1=O)Nc1ccc(Oc2ccccc2)cc1	34.2	73.6	53.0	62.5	77.4	37.7	46.6	43.8	59.9
O=C1[C@@H]2Cc3c([nH]c4ccccc34)[C@H](c3c(Cl)cccc3Cl)N2C(=O)CN1C1CCN(Cc2c(Cl)cccc2Cl)CC1	92.1	85.2	86.2	58.0	90.7	99.4	81.7	79.2	96.1
O=[N+]([O-])c1ccc(-c2cs/c(=N\N=C\c3ccc(Cl)cc3)n2/N=C/c2ccc(Cl)cc2)cc1	92.4	107.3	103.2	96.5	97.2	77.5	95.8	74.1	87.5

Next structures
SMILES	NCI/ADR-RES	OVCAR-3	SN12C	IGROV1	OVCAR-5	NCI-H23	NCI-H226	OVCAR-4	SK-OV-3
O=C1C(c2cccc3ccccc23)=C(c2c[nH]c3ccccc23)C(=O)N1CCO	100.5	nt	98.3	91.5	106.4	100.2	97.8	107.1	121.0
CCCCCCC(C(=O)O)(C(=O)O)C1CCCCCC1	104.7	108.9	105.8	105.8	95.7	97.4	111.3	104.7	99.7
COC(=O)CCN1C(=O)/C(=C/c2ccc(O)cc2)SC1=S	100.1	105.4	87.6	95.0	102.0	99.2	98.0	96.8	80.3
CCCC(=N)OCC	105.6	118.3	96.4	109.3	106.4	102.5	103.8	103.2	104.4
CCOC(=O)c1c(Nc2ccccc2)nn2c(-c3ccc(Cl)cc3)ccnc12	63.6	nt	83.9	80.5	87.2	73.4	58.6	66.5	75.4
CCOP(=O)(OCC)/C(=C\N1C(=O)CC(=O)NC1=S)C(=O)OC	104.1	114.4	101.0	103.4	98.7	97.9	95.7	94.3	103.8
COc1cc(CNC(=O)CCCC/C=C/C(C)C)ccc1OCc1cn(-c2cccc(Cl)c2)nn1	76.6	84.4	84.2	79.9	99.8	87.2	86.5	67.3	78.8
Cc1[nH]cnc1/C=C1\SC(N2CCCCC2)=NC1=O	106.5	124.0	98.4	100.2	107.4	101.4	96.2	nt	108.3
O=[N+]([O-])c1c(C=Nc2ccccc2)oc(-c2c(O)ccc3ccccc23)c1-c1c(O)ccc2ccccc12	98.9	108.1	100.2	95.9	103.9	88.7	78.9	97.6	90.1
COc1ccc(Nc2nc(C)c(C(=O)/C=C/c3cccc(OC)c3)s2)cc1	80.5	67.9	78.5	87.5	130.6	88.7	89.4	90.7	108.0
CC(C)C[C@H](N)C(=O)NS(=O)(=O)c1cccc(Cl)c1	95.7	106.8	97.7	93.3	103.2	90.8	84.7	85.1	93.7
O=C(O)c1ccc(OC2C=CCCC2)cc1 (stereo not given)	103.9	123.0	101.4	109.2	100.7	110.7	92.9	nt	105.1
CC(NC(=O)C1CCCN1C(=O)OC(C)(C)C)C(=O)OCc1ccccc1 (stereo not given)	101.9	119.6	92.0	103.1	95.6	94.5	101.6	nt	103.7
CC(Oc1ccccc1)C(=O)O (stereo not given)	117.4	107.0	115.5	123.3	117.5	115.2	110.0	104.1	103.9
CSc1cc(C)nc(N)n1	101.9	116.8	101.1	110.9	107.2	98.6	108.5	110.9	105.7
CSc1nc2nc(-c3cc4ccccc4oc3=O)ccc2c(=O)n1C	93.1	103.5	91.2	87.3	114.5	97.4	76.0	98.8	99.6
C1CCN2CC3CC(CN4CCCCC34)C2C1 (stereo not given)	109.0	nt	nt	nt	nt	nt	nt	nt	nt
O=C(CSc1nc2ccc([N+](=O)[O-])cc2[nH]1)Nc1cccc([N+](=O)[O-])c1	66.9	38.9	49.6	59.1	82.6	24.8	36.5	28.7	55.8
COc1ccc(/C=N/NC(=O)c2c(Nc3ccccc3)nn(C)c2N)cc1OCc1ccccc1	89.1	nt	96.7	89.9	102.2	83.7	86.7	95.8	103.1
CC1=CC(Cc2ccccc2)N(C)C(C(N)=O)C1 (stereo not given)	110.0	123.7	98.1	104.0	106.2	110.1	105.2	97.7	108.1

Entries above with two or more sulfur atoms (7):
SMILES	NCI/ADR-RES	OVCAR-3	SN12C	IGROV1	OVCAR-5	NCI-H23	NCI-H226	OVCAR-4	SK-OV-3
O=c1ccc(=O)n(-c2nc(-c3ccc(-c4csc(-n5[nH]c(=O)ccc5=O)n4)cc3)cs2)[nH]1	107.6	114.8	99.8	101.7	115.9	96.8	99.1	103.8	106.6
O=S(=O)(O)c1ccccc1/C=N\NC(=S)N/N=C/c1ccccc1S(=O)(=O)O	103.3	116.6	86.4	84.4	107.3	108.3	119.7	nt	103.4
O=S(=O)(Nc1ccc(-c2ccc(NS(=O)(=O)c3ccccc3)cc2)cc1)c1ccccc1	52.0	65.8	70.9	69.0	111.5	64.8	65.8	45.4	90.7
COc1ncc(-c2ccc3nccc(C#CCN4CCN(S(C)(=O)=O)CC4)c3c2)cc1NS(=O)(=O)c1ccc(F)cc1F	6.3*	-20.7*	2.5*	-35.9*	11.3	6.7*	9.4*	8.2*	-11.1*
O=C(NC(=S)NNC(=S)NNc1ccccc1)c1ccccc1	75.4	71.6	25.7	33.4	59.7	25.9	40.6	84.8	89.9
O=S(=O)(c1ccc(F)cc1)c1nc(-c2ccccc2)oc1SCc1ccc(F)cc1	62.7	91.8	89.8	91.1	102.5	61.9	79.9	58.9	99.5
COC(=O)CCN1C(=O)/C(=C/c2ccc(O)cc2)SC1=S	100.1	105.4	87.6	95.0	102.0	99.2	98.0	96.8	80.3

Compound activity as filed in PubChem.
